GLP-1R agonist – activates the human GLP-1 receptor | P43220 | HEK293 GLP-1R CRE-luciferase, luminescence, 4-6 h; cells express a hypersensitive GLP-1R form | Potency, µM (doses to about 45.6 µM), for inactives: at the top dose activation, actives largely listed as activators | 380,000 tested, 0.007% active | AID 624172; further: potency means the concentration at half of the fitted maximal effect; % of control where 0% means no effect
Target sequence (P43220 whole entry, looked up): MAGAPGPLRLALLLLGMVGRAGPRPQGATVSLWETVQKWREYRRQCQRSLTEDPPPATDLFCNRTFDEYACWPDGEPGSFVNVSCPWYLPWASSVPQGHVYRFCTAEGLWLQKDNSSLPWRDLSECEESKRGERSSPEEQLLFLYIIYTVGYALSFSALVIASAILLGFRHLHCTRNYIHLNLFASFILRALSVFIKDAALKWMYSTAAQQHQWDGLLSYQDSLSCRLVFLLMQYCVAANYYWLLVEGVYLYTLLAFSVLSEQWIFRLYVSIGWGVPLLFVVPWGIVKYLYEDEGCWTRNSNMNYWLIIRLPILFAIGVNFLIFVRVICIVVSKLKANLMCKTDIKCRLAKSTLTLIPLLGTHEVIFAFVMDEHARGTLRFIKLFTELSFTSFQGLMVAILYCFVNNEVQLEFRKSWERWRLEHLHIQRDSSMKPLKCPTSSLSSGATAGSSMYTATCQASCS
HT1080 IDH1KD tx – HT-1080 IDH1 knockdown cell toxicity (counter line) | HT-1080 IDH1 knockdown viability, ATP luminescence, 48 h | Potency, µM (titrated, usually from 46.1 µM), for the others: at the top dose activity, negative = toxicity, hits mostly cytotoxic | 360,000 tested, 2% active | AID 686971;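 further: potency means the concentration at half of the fitted maximal effect; 0% = DMSO wells and -100% = cell-free medium wells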
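% activity derives from luminescence (CellTiter-Glo), normalised to DMSO and no-cell wells. HT-1080-IDH1KD cells, 750/well, had 48 h compound exposure at 37 °C.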
DRD3 antagonist – antagonists of human D3 dopamine receptor; 360,000 tested, 2.5% active; max response, negative = inhibition, %; P35462; D3R cells, DiscoveRx beta-arrestin luminescence, antagonist mode; stronger effect = lower value; in the data active means max response below about -50%; inconclusive means no clear call, values can overlap the other calls; further: on the % scale 0 is the no-effect control and ±100 the full control effect; mostly tested at two doses, the higher about 12 µM
Target sequence (P35462 whole entry, looked up): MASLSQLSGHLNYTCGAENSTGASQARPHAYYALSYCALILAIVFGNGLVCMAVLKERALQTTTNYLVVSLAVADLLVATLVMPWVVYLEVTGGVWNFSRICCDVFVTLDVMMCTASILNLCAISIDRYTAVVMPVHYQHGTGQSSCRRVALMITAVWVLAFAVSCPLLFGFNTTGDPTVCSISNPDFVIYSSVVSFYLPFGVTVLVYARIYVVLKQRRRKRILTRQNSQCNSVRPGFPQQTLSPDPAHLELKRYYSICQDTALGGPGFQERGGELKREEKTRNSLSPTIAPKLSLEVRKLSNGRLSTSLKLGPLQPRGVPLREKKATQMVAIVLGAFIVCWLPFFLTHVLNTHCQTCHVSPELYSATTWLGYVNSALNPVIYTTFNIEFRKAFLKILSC
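Cells plated overnight at 1500 cells/well, then exposed to library compounds with dopamine controls for 90 minutes at 37 degrees C. DiscoveRx reagent added for 30–60 minutes at room temperature; luminescence read, quantitative HTS format.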
IL1B secr inh – blocks inflammasome-driven IL-1 beta release; THP-1 LPS/ATP IL-1B secretion, AlphaLISA, 16 h; stronger effect = lower value; activity change, % at 57.5 µM; 360,000 tested, 4.7% active; in the data active means activity change below about -50%; inconclusive means mostly about -30% to -49%; further: on the % scale 0 is the no-effect control and ±100 the full control effect
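Secreted IL-1B measured by AlphaLISA bead assay after 16 h compound exposure of THP-1 cells; compounds (final up to 57.5 uM) added 1 h before LPS (250 ng/mL) and ATP (1.25 mM) stimulation; lower signal means less secretion.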
HT1080-NT tox – kills 2HG-producing HT-1080-NT fibrosarcoma cells | HT-1080-NT fibrosarcoma viability, CellTiter-Glo ATP luminescence, 48 h | Potency, µM (highest dose often 46.1 µM), for inactives: at the top dose activity, negative = less viability, actives largely listed as cytotoxic | 360,000 tested, 1.6% active;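 further: NT is the 2HG producing partner of a matched IDH1 knockdown line; potency means the concentration at half of the fitted maximal effect; 0% = DMSO-treated cells and -100% = media-only wells without cells; nearly all actives have a fitted effect of over 55% in size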
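A 48-hour cytotoxicity screen used HT-1080-NT cells plated 2 hours before compound delivery. ATP-based CellTiter-Glo luminescence measured viability, normalized to DMSO and no-cell controls.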
DRD3 agonist – agonists of human D3 dopamine receptor. P35462. D3R DiscoveRx beta-arrestin cells, luminescence, 90 min. 410,000 tested, 0.58% active. max activation, %. AID 652048; in the data active means max activation above about 30%; further: 0% is about no effect; mostly tested at two doses, the higher about 12 µM
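Cells at 1500/well, incubated overnight, then treated with pinned compounds (dopamine as control) for 90 min at 37 degrees C. DiscoveRx reagent added for 30 - 60 minutes at room temperature; luminescence read.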
SW480 rerep – inducers of DNA re-replication in SW480 colon cancer cells; AID 624297; 340,000 tested, 1.8% active; Potency, µM (highest dose often 46.1 µM), without a hit: top-dose re-replication activation, usual class: activators; SW480 DNA re-replication, Hoechst DNA content imaging, 48 h; further: potency means the concentration at half of the fitted maximal effect; % of control where 0% means no effect; nearly all actives have a fitted effect of over 55% in size
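Hoechst fluorescence of nuclei (405 nm excitation, 500-530 nm emission) measured by plate-scanning imager after 48 hr compound exposure at 37 C; re-replication scored as increased number of nuclei with elevated intensity.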
KB-3-1 tox – kills parental KB-3-1 adenocarcinoma cells; KB-3-1 viability, CellTiter-Glo ATP luminescence, 72 h; 400,000 tested, 1.4% active; Potency, µM (top dose mostly 46.1 µM), for inactives: at the top dose activity change, negative = cytotoxic, actives largely listed as cytotoxic; AID 1347075; further: potency means the concentration at half of the fitted maximal effect; on the % scale 0 is the no-effect control and ±100 the full control effect; nearly all actives have a fitted effect of over 60% in size
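Screening of KB-3-1 cells (DMEM, 10% FBS, phenol-red free) ran from lowest to highest compound concentration; after 72 h at 37 °C viability was read luminescently and curves fitted.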
KB-V1 MDR tox – kills drug-selected multidrug resistant KB-V1 cells; KB-V1 MDR cells viability, CellTiter-Glo, 72 h; Potency, µM (top dose mostly 46.1 µM), inactives show at the highest dose activity change, negative = cytotoxicity, most hits filed as cytotoxic; 400,000 tested, 3.4% active; further: potency means the concentration at half of the fitted maximal effect; on the % scale 0 is the no-effect control and ±100 the full control effect; nearly all actives have a fitted effect of over 60% in size
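Compound-treated KB-V1 multidrug-resistant cells, 72 h, 37 degrees C; viability by CellTiter-Glo. Fitted qHTS curves give the values.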
The depositor's hits bear a star; ? = inconclusive; . = no result given; & = joins results of further samples; [ ] = another dose, or the depositor's remark. Unless noted, the call rests on the fitted dose curve; in most records, active means well fitted curve in the direction sought with a large enough effect; inconclusive means small, poorly fitted or top-dose-only effect, or another doubt; inactive means no such curve, though single readings can be large; an effect the other way counts as inactive or inconclusive.

SMILES | GLP-1R agonist | HT1080 IDH1KD tx | DRD3 antagonist | IL1B secr inh | HT1080-NT tox | DRD3 agonist | SW480 rerep | KB-3-1 tox | KB-V1 MDR tox
O=C(Nc1ccc(Cl)cc1)C1CCCN1C(=O)NCc1ccccc1 (centres undefined) | 6% | -8% | 0 | -8 | -14% | -3 | -12% | -14% | -16%
CC12CC3(C)CC(C)(C1)CC(C(=O)Nc1nn[nH]n1)(C2)C3 | -4% | 4%[9.24 µM] | -1 | 28 | -2% | 4 | -12% | -12% | 1%
CC(C)NC(=O)c1onc(CSc2ccc(C(C)C)cc2)c1C(=O)O | -2% | -13% | -11 | 5 | -9% | 14 | -9% | ? | ?
Cc1ccc(C)c(S(=O)(=O)n2nc(C)c(S(=O)(=O)N3CCCCCC3)c2C)c1 | -3% | . | . | . | . | 1 | . | -4% | ?
CC(C)n1nc(C(=O)OCC(=O)N2CC(=O)Nc3ccccc32)c2ccccc2c1=O | -2% | 10% | 66 | 33 | 8% | 3 | -2% | 6% | 9%
CCCOc1ccc(-c2nnc(N)s2)cc1 | 8% | 9% | 19 | -4 | 17% | -1 | -1% | -3% | 0%
CCOc1ccc(CC(=O)N/N=C/c2cccnc2)cc1OCC | 5% | 0% | 1 | 7 | 3% | -2 | 11% | -3% | -8%
O=C(Nc1cccc(-c2nc3ncccc3o2)c1)c1sc2ccccc2c1Cl | -5% | 10% | 33 | 5 | 13% | -16 | ? | -20% | ?
CC(C#N)(NC(=O)CN1CCN(S(=O)(=O)c2ccccc2C#N)CC1)C1CC1 (centres undefined) | -34%[inhibitor] | -5% | 0 | -9 | 2% | -13 | -2% | 5% | -17%
COCCCN1C(=O)N(c2ccccc2)C(=O)C1CC(=O)Nc1ccccc1 (centres undefined) | 3% | 6% | 2 | 0 | 7% | 8 | -6% | 12% | 4%
C/C(=N\NC(=O)c1cc(Br)ccc1O)c1cccs1 | 8% | -18% | -3 | ? | ? | -5 | 7% | -1% | 5%
Cc1ccc(S(=O)(=O)n2cnc3cc([N+](=O)[O-])ccc32)cc1C | 0% | 2% | -4 | 18 | 6% | -2 | -9% | 1% | 8%
CCC1CCCCN1CCCNC(=O)Cn1nc(C)n2nc(-c3ccccc3)cc2c1=O (centres undefined) | 4% | 6% | -7 | ? | 7% | -3 | -8% | -4% | 0%
CCOC(=O)C1CCN(C(=O)c2cccnc2Oc2ccc(Cl)cc2)CC1 | 16% | 11% | 0 | -9 | -9% | -3 | 9% | 0% | -26%
CCCCCC(=O)N/N=C(\C)c1ccccn1 | -2% | -24% | -2 | 47 | 1% | -11 | 11% | ? | 5.2µM*
CCOC(=O)CNC(=O)C1CCN(S(=O)(=O)c2ccc(-c3nn[nH]n3)cc2)CC1 | 7% | -1% | 8 | 7 | 16% | -5 | -1% | -7% | 6%
O=[N+]([O-])c1ccc(COc2ccccc2CN2CCCC2)cc1 | -2% | -4% | 1 | 19 | 0% | 13 | -7% | ? | 9%
COC(=O)[C@H](CCSC)NC(=O)Nc1ccc(C(C)=O)cc1 | 8% | -2% | 20 | 9 | 14% | 10 | -4% | 4% | 8%
Cc1ccc(-c2cnc3ccccc3n2)cc1C | -6% | -4% | 11 | 23 | 1% | -5 | -8% | -12% | 9%
CN(C)c1ccc(CN(C(=O)/C=C/c2ccco2)C2CCS(=O)(=O)C2)cc1 (centres undefined) | -1% | 0% | -16 | -20 | 17% | -9 | 1% | 25% | -7%
Cc1nnsc1Sc1cccc(C(F)(F)F)c1 | -5% | 11% | 8 | -3 | -3% | -1 | -8% | 1% | 0%
O=C1[C@H]2CCCC[C@H]2C(=O)N1CCCCN1CCN(c2nsc3ccccc23)CC1 | 3%&-2% | ? | -116* | -65* | 23µM* | -57&-28 | ? | ? | -24%
COC(=O)c1ccc2nc(NC(=O)COC(=O)CSc3nc(C)cc(C)n3)sc2c1 | -3% | -2% | 1 | -11 | 4% | 1 | -7% | 14% | 1%
CCOC(=O)c1cnc2c(c(C)nn2CC)c1Cl | ? | 5% | 10 | 14 | 0% | 0 | -1% | ? | ?
Cc1cc(C(=O)NNC(=S)Nc2cccc(C(F)(F)F)c2)nn1C | -3% | -24% | -21 | -7 | -7% | -5 | -3% | -9% | -7%

Remaining list, next part:
SMILES | GLP-1R agonist | HT1080 IDH1KD tx | DRD3 antagonist | IL1B secr inh | HT1080-NT tox | DRD3 agonist | SW480 rerep | KB-3-1 tox | KB-V1 MDR tox
CCCC(=O)Nc1ccc2c(c1)nc(CCNC(=O)c1ccccc1)n2C | 4% | 28% | 13 | 0 | 0% | 10 | -8% | -19% | -14%
COc1ccc(C(=O)C2CCCN(C(=O)Cc3c(C)noc3C)C2)cc1OC (centres undefined) | 9% | -12% | 5 | 19 | -4% | 3 | -1% | -4% | ?
S=C(NCc1ccco1)N1CCN(c2ccccn2)CC1 | 5% | 17% | -8 | -22 | 20% | -6 | 7% | 8% | -18%
Cc1ccc2cc(COC(=O)C3CCCO3)c(=O)[nH]c2c1 (centres undefined) | -1% | 14% | -27 | 8 | 4% | -2 | -5% | ? | 12µM*
N#C/C(=C\C=C\c1ccccc1)C(=O)NCc1ccco1 | -7% | ? | -16 | -81* | ? | 6 | ? | -21% | -19%
O=C(COC(=O)c1ccc(OC(F)F)cc1)NC(=O)NC1CCCC1 | 13% | 4% | 2 | 5 | -14%[9.24 µM] | 5 | -46%[inhibitor] | -4% | ?
CCOc1ccc(C(C(=O)NCC2CCCO2)N(C(=O)c2snc(C(N)=O)c2N)c2ccccc2F)cc1 (centres undefined) | 8% | -6% | 36 | -72* | 3% | 1 | 23% | 9% | -23%
O=C(N1CCOCC1)N1CCN(c2nc(-c3ccccc3)cs2)CC1 | 1% | 5% | 6 | -11 | 4% | 4 | -3% | -17% | 21µM*
Cc1onc(-c2ccccc2)c1C(=O)N/N=C/C=C/c1ccccc1 | 9% | -21% | 3 | 15 | -9% | 5 | -4% | -10% | 0%
O=C(Nc1nnc(-c2ccc(F)cc2)o1)c1cc(Cl)sc1Cl | -1% | -13% | -9 | 9 | 1% | -16 | 29% | ? | -27%
COc1ccc(OC)c(NC(=O)C2CCCN2S(=O)(=O)c2ccc3c(c2)CC(C)N3C(C)=O)c1 (centres undefined) | 1% | 8% | -11 | 11 | 2% | 0 | . | -1% | -6%
S=C(NC1CCCCC1)N1CCN(Cc2ccccc2)CC1 | -5% | 4% | -1 | -6 | 4% | -7 | 3% | -2% | -5%
Cn1cc([N+](=O)[O-])c(C(=O)Nc2ccc(C3CCCCC3)cc2)n1 | 13% | ? | -9 | . | 23µM* | 1 | ? | ? | ?
CCN(c1ccc(NC(=O)CSCc2c(C)noc2C)cc1)C(C)C | 3% | 8% | 0 | -7 | 14% | 0 | -10% | 16% | 14%
COc1ccc(C)cc1N(CC(=O)O)S(=O)(=O)c1ccc(C)cc1 | -8% | 10% | 17 | 22 | 14% | -5 | -11% | 12% | 1%
COc1cc(C(=O)OCC(=O)NC(=O)NC2CCCCC2)cc(Cl)c1OC | 0% | -9% | -16 | -5 | -2% | -4 | -5% | 23% | -13%
COc1ccc(C2c3ccc(O)cc3Oc3ncn4nc(-c5ccco5)nc4c32)cc1OC (centres undefined) | 21% | 18µM* | 14 | 32 | ? | 5 | ? | -3% | -6%
O=C(Nc1cc(Cl)ccc1Cl)c1ccc(OC(=O)c2ccco2)cc1 | -5% | -24% | 16 | -15 | 9% | 16 | -9% | 6% | 19%
c1cncc(-c2noc(C34CC5CC(CC(C5)C3)C4)n2)c1 | 2% | -7% | 13 | 2 | -12% | -13 | -1% | -2% | -21%
O=C(NC1CCCC1)C(c1ccc(F)cc1)N(C(=O)c1csnn1)c1ccccc1F (centres undefined) | 11% | -2% | -8 | -2 | -2% | 10 | 0% | ? | 25%
Cc1cc(=O)oc(C)c1C(=O)NCc1ccc(F)cc1 | ? | -1% | -15 | 8 | 3% | -10 | -9% | -1% | 5%
Cc1nc2cc(NC(=O)c3ccc(S(=O)(=O)N(C)c4ccccc4)cc3)ccc2o1 | 3% | ? | 9 | -56* | ? | -4 | -10% | ? | ?
COc1ccc2c(=O)c3c(=O)n(Cc4ccco4)c(-c4ccc(C)cc4)nc3oc2c1 | 0% | 3% | ? | 41 | 7% | 1 | -31%[inhibitor] | 26% | 4%
CCOC(=O)C1CCN(S(=O)(=O)c2cnc[nH]2)CC1 | -4% | 7% | 11 | 0 | 2% | -3 | 1% | 0% | 17%
Cc1ccnc(NC(=O)C2(c3cccs3)CCOCC2)c1 | -1% | 1% | -8 | 12 | 6% | -1 | -7% | 14% | -20%
CCOC(=O)Cc1csc(NC(=O)/C=C/c2ccc(Cl)cc2)n1 | 6% | -19% | 8 | 0 | -20% | 1 | ? | -1% | -7%
O=C(NCCc1ccccn1)c1cccc(S(=O)(=O)N2CCCCCC2)c1 | -1% | -1% | 18 | 19 | 3% | 7 | 0% | 8% | -8%
Clc1ccc2nc(C3CCCCC3)c(CC3CCCCC3)n2c1 | 0% | 20% | 18 | 42 | 5% | 13 | . | -5% | ?
Cc1cc(NC(=O)CCC(=O)N(c2ccccc2)C(C(=O)NC2CCCC2)c2ccccc2F)no1 (centres undefined) | 9% | 0% | 1 | -13 | -19% | 4 | -2% | -9% | ?

An excerpt from above, showing only HT1080-NT tox and KB-V1 MDR tox.
structure,HT1080-NT tox,KB-V1 MDR tox
O=C(Nc1cc(Cl)ccc1Cl)c1ccc(OC(=O)c2ccco2)cc1,9%,19%
S=C(NC1CCCCC1)N1CCN(Cc2ccccc2)CC1,4%,-5%
COc1ccc(OC)c(NC(=O)C2CCCN2S(=O)(=O)c2ccc3c(c2)CC(C)N3C(C)=O)c1 (centres undefined),2%,-6%
Cc1ccnc(NC(=O)C2(c3cccs3)CCOCC2)c1,6%,-20%

Bioassay records: PubChem, National Center for Advancing Translational Sciences (NCATS)
